Bioassay records: PubChem BioAssay, National Center for Advancing Translational Sciences (NCATS)
Pol beta inh – inhibitors of human DNA polymerase beta; P06746; 340,000 compounds, 1.3% hits; AID 485314; Pol beta primer extension/strand displacement, fluorescence kinetic; Potency, µM (top dose mostly 114 µM), without a hit: at the highest dose activity change, negative = inhibition, most hits filed as inhibitors; also: potency is read from the fitted curve at half-maximal effect; % is scaled to controls: 0 for no effect and ±100 for the full control effect
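Pol beta (10 nM) was preincubated with compound for 15 min at room temperature. The reaction was then started with 50 nM substrate and read immediately and after a further 10 min at room temperature.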
Apoferritin bind – binds horse apoferritin like a general anesthetic. Potency, µM (titrated, usually from 77.5 µM), inactives show at the top dose activity change, negative = displacement, most hits filed as inhibitors. P02791. 350,000 compounds, 0.074% hits. apoferritin/1-aminoanthracene competitive binding, fluorescence; also: potency is read from the fitted curve at half-maximal effect; % is scaled to controls: 0 for no effect and ±100 for the full control effect; nearly all actives have a fitted effect of over 20% in size
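Horse-spleen apoferritin (10 uM) was mixed with 50% saturated 1-aminoanthracene in PBS, exposed to compounds for 10 min at room temperature, and read for fluorescence (ex 380 nm, em 535 nm). Competitive displacement was fitted with a four-parameter Hill equation.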
POLK inh – inhibitors of human DNA polymerase kappa. Q9UBT6. purified Pol kappa, fluorescent DNA synthesis assay, 10 min. Potency, µM (titrated, usually from 107 µM), for inactives: top-dose activity, negative = inhibition, most hits filed as inhibitors. 400,000 compounds, 0.53% hits. AID 588579; also: potency is read from the fitted curve at half-maximal effect; % is scaled to controls: 0 for no effect and ±100 for the full control effect
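Enzyme at 10 nM met test compounds for 15 min at room temperature. Substrate addition (50 nM final) began the reaction, which was monitored by fluorescence at 0 and 10 min.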
12-LOX inh – blocks human arachidonate 12S-lipoxygenase | P18054 | purified 12hLO, xylenol orange hydroperoxide absorbance | Potency, µM (highest dose often 108 µM), without a hit: top-dose activity change, negative = inhibition, hits mostly inhibitors | 580,000 compounds, 1.1% hits; also: potency is read from the fitted curve at half-maximal effect; % is scaled to controls: 0 for no effect and ±100 for the full control effect
Target sequence (P18054 whole entry, looked up): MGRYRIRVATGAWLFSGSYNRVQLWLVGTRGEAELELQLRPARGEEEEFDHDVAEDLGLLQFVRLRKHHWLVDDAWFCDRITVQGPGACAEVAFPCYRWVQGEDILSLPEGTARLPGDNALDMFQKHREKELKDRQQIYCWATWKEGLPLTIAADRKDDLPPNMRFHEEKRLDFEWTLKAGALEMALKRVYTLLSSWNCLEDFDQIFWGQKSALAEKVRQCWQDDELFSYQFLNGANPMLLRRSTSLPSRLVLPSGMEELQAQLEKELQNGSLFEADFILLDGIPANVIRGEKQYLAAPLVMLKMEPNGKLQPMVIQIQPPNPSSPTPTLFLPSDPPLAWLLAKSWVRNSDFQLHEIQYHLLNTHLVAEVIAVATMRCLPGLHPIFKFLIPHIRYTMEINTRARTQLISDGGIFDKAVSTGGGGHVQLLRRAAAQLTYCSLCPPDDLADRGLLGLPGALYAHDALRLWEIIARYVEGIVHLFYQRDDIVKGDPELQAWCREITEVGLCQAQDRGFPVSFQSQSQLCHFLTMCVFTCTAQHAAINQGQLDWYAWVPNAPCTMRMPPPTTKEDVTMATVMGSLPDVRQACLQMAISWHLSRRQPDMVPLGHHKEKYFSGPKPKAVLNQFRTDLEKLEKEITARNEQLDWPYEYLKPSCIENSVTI
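Purified human 12hLO at 150 nM in 25 mM Hepes, 0.01% Triton X-100, pH 7.0, preincubated 15 min at room temperature with compound. Reaction started with 40 uM arachidonic acid, 30 min at room temperature. Hydroperoxide measured by Fe-xylenol orange, 573/405 nm absorbance ratio.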
APE1 inh – inhibitors of human APE1 endonuclease. recombinant APE1, TAMRA/BHQ-2 abasic DNA cleavage fluorescence. P27695. 350,000 compounds, 0.35% hits. Potency, µM (titrated, usually from 65.8 µM), for the others: at the top dose activity change, negative = inhibition, usual class: inhibitors. AID 2517;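 also: potency is read from the fitted curve at half-maximal effect; plate controls were vehicle for no effect and reference inhibitor for full effect; nearly all actives have a fitted effect of over 55% in size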
Target sequence (P27695 whole entry, looked up): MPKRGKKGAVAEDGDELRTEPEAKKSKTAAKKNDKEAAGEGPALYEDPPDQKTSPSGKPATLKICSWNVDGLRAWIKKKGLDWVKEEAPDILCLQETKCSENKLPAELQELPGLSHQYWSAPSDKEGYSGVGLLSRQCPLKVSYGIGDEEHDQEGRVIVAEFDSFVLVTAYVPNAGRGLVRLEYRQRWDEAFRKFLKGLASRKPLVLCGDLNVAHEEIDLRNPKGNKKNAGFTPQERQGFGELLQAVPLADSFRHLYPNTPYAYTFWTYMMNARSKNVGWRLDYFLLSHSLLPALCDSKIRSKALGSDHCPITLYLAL
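0.75 nM APE1 + cpd, 15 min RT; start w/ 50 nM TAMRA/BHQ-2 THF-abasic dsDNA; kinetic fluor 525/598 nm ×3 reads @60 s; Δ(read3−read1); normalized to DMSO and NSC13755 control wells.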
TRHR agonist – activates the human TRH receptor | P34981 | activation, % at 2 µM | AID 493084 | TRHR cells, calcium flux fluo-8, FDSS agonist mode | 360,000 compounds, 0.18% hits; in the data active = activation above about 30%; also: 0% is about no effect
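Steps: seed TRHR cells overnight; add fluo-8 no-wash Ca dye, RT 30 min–1.5 h; record 10 s baseline; pin-transfer compounds; monitor fluorescence 1 cycle/s for the agonist window. Calcium increases flag candidate agonists.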
Pol iota inh – blocks human DNA polymerase iota activity | 390,000 compounds, 1% hits | AID 588590 | Potency, µM (top dose mostly 115 µM), for inactives: at the highest dose activity, negative = inhibition, actives largely listed as inhibitors | Pol iota fluorescent replication assay, 10 min | Q9UNA4; also: potency is read from the fitted curve at half-maximal effect
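Pol iota at 10 nM preincubated 15 min with compounds at room temperature; reaction started with fluorescent substrate, 50 nM final. Fluorescence read kinetically at 0 and 10 min; buffer-only wells as negative control.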
BLM helicase inh – inhibitors of human Bloom syndrome helicase BLM. P54132. recombinant BLM DNA unwinding, fluorescence dequenching. Potency, µM (highest dose often 56.1 µM), without a hit: at the highest dose activity change, negative = inhibition, most hits filed as inhibitors. 350,000 compounds, 0.2% hits. AID 2528;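 also: potency is read from the fitted curve at half-maximal effect; plate controls were vehicle for no effect and no enzyme for full effect; nearly all actives have a fitted effect of over 35% in size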
ERG Ets-DNA blk – blocks human ERG Ets domain binding to DNA | P11308 | fluorescence polarization, His-ERG Ets domain / labelled DNA | Potency, µM (highest dose often 76.9 µM), for inactives: at the highest dose FP activity, negative = inhibition, actives largely listed as inhibitors | 370,000 compounds, 0.028% hits; active = well fitted inhibition curve with a large enough effect in the polarisation, with a control signal flat; inconclusive = small, poorly fitted or top-dose-only effect, or effect the other way, or a change in a side signal; inactive = no such curve, though single readings can be large or run the other way; the % refers to the polarisation;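 also: polarization taken with two DNA probes labelled with fluorescein and Texas red; potency is read from the fitted curve at half-maximal effect; % of control where 0% means no effect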
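His-tagged ERG Ets domain (1 uM in the protein solution; 300mM KCl, 50mM Tris-HCl, 1mM EDTA, 1mM DTT, pH 7.5) received compound, then a probe mix of 5 nM fluorescein-DNA and 100nM Texas-615-DNA. Fluorescence polarization was read for both dyes.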
Starred values were filed as active, the others as inactive; ? = inconclusive; . = no result given; & = joins results of further samples; [ ] = another dose, or the depositor's remark. Unless noted, calls follow the shape of the dose curve; as a rule, active = well fitted curve in the direction sought with a large enough effect; inconclusive = small, poorly fitted or top-dose-only effect, or another doubt; inactive = no such curve, though single readings can be large; an effect the other way counts as inactive or inconclusive. These rows are one share of the data. The share of hits here may be higher or lower than overall.

item	molecule	Pol beta inh	Apoferritin bind	POLK inh	12-LOX inh	APE1 inh
1	C=CCn1c(O)c(/C(C)=N/NC(=S)Nc2ccccc2)c(=O)[nH]c1=O	6%	-2%	-19%	?	0%
2	Cc1ccc2c(c1)C1CN(C)CCC1N2C(=O)c1cccs1 (stereo unspecified)	-2%	-13%	4%	0%	9%
3	Cc1ccc2c(c1)Cc1c(C(=O)NC3CCCCC3)nn(-c3ccc(Cl)cc3Cl)c1-2	.	7%	10%[60.1 µM]	25%	-5%
4	CCOc1ccc2nc(NC(=O)c3cccn(Cc4ccccc4Cl)c3=O)sc2c1	0%	-7%	2%[60.1 µM]	0%	.
5	CCCC[C@H]1C(=O)O[C@H](C)[C@H](NC(=O)c2cccc(NC=O)c2OC)C(=O)O[C@@H](C)[C@@H]1OC(=O)CC(C)C	.	-8%&-8%&-10%	?	-3%	6%&3%&-4%
6	O=[N+]([O-])c1ccc(N2CCOCC2)c([N+](=O)[O-])c1	.	.	6%	-10%	.
7	Cc1ccc(CNC(=O)CCCn2c(=O)c3sccc3n(CC(=O)Nc3c(C)cccc3C)c2=O)cc1	?	0%	-6%	-27%	.
8	COC(=O)C1=C(c2cccc3c2S(=O)(=O)c2ccccc2-3)C[C@@H]2CC[C@H]1N2C(=O)N1CCOCC1	.	.	12%	?	28%
9	C=CCn1c(O)c(C=NCCCOc2ccc(CC)cc2)c(=O)[nH]c1=S	?	-11%	-26%	22%	7%
10	Cc1ccc(C2CN(C)CC2C(=O)c2ccc(F)cc2)cc1 (stereo unspecified)	4%	5%	-2%	0%	1%
11	CC1CCCN(CC(=O)N2CCCc3ccccc32)C1 (stereo unspecified)	-13%	-1%	4%	-1%	5%
12	C=CCN1CC[C@@]2(C)c3cc(O)ccc3CC1[C@@H]2C	11%[57.1 µM]	-6%	13%	-2%	14%&9%
13	Cc1ccc(CN2C3CCCC2CC(NC(=S)NCc2ccccc2)C3)cc1 (stereo unspecified)	1%	-17%	-1%	?	-2%
14	CCC(=O)N1N=C2C3CCN(CC3)C2C1c1ccccc1 (stereo unspecified)	27%	-7%	-5%	3%	0%
15	Cc1ccc(N2C(=O)NC(=O)C(CCc3ccccn3)(Cc3ccc(F)cc3)C2=O)cc1 (stereo unspecified)	2%	-3%	-3%	-6%	4%

item	TRHR agonist	Pol iota inh	BLM helicase inh	ERG Ets-DNA blk
1	-0.8	?	-5%	-2%
2	1.2	63%[activator]	0%	12%
3	.	.	-13%	.
4	0.4	20%	-2%	0%
5	.	.	-10%&-12%	.
6	.	52%[activator]	.	3%
7	-1.9	-26%	-14%	-2%
8	-0.6	27%	.	15%
9	-0.3	?	-14%	22%
10	0.3	-7%	1%	12%
11	0.1	7%	4%	-5%
12	-0.4	-4%[58.9 µM]	5%	-10%
13	8.2	10%	1%	1%
14	0.5	-2%	-4%	.
15	0.8	114%[activator]	-1%	-5%

item	molecule	Pol beta inh	Apoferritin bind	POLK inh	12-LOX inh	APE1 inh
16	O=C1NC(=O)N(Cc2ccc(F)cc2)C(=O)/C1=C\c1ccc([N+](=O)[O-])s1	?	3%	32µM*	?	?
17	O=C(CN1C(=O)CCSc2ccccc21)N1CCC2(CC1)OCCO2	8%	4%	0%	12%	-13%
18	O=C(Nc1ccccc1OC(=O)N1CCCCC1)N1CCCCC1	2%	?	-6%	-1%[57.4 µM]	-4%
19	CC12CC(=O)C3C(CCC4CC(=O)C=CC43C)C1CCC2=O (stereo unspecified)	.	.	8%	22%	.
20	COc1ccccc1N1CCN(Cc2c(F)cccc2Cl)CC1	1%	-18%	-17%	?	-3%
21	NC(N)=NCCCCCCCCCCN=C(N)N	.	1%	-7%&-8%[19.4 µM]	-1%	0%&2%
22	CC1=C(O)C(=O)C=C2C1=CC=C1[C@]2(C)CC[C@@]2(C)C3C[C@](C)(C(=O)O)CC[C@@]3(C)CC[C@@]12C (stereo partly specified)	.	?	?	.	-1%
23	Fc1cccc(F)c1CN1CCN(Cc2c(F)cccc2F)CC1	0%	-9%	-9%	-6%	3%
24	CCCC[C@@H](C)[C@@H](OC(=O)C[C@@H](CC(=O)O)C(=O)O)[C@H](C[C@@H](C)CCCCCC[C@@H](O)C[C@H](O)[C@H](C)N)OC(=O)C[C@@H](CC(=O)O)C(=O)O	.	-10%	-2%[60.1 µM]	.	2%
25	O=C(C1CC(c2ccc(F)cc2)=NO1)N1CCC2(CC1)OCCO2 (stereo unspecified)	2%	-7%	-9%	-16%	0%
26	Cc1ccc(Cn2ccccc2=N)cc1	10%	-4%	0%	64%[activator]	13%
27	CCN(CC)c1ccc(/C=C2\C(=O)NC(=O)N(CC3CCCO3)C2=O)cc1 (stereo unspecified)	22%	-23%	-10%	?	0%
28	c1ccc(C2CNCc3ccccc32)cc1 (stereo unspecified)	.	-5%	2%[19.4 µM]	0%	-1%
29	CN(C)C1(CNC(=O)c2ccc(Cl)c(S(=O)(=O)NCc3ccco3)c2)CCCCC1	-24%	-15%	4%	-21%	2%
30	CC(C)NC[C@H](O)COc1cccc2[nH]ccc12	14%[57.1 µM]	3%&-13%	-12%[60.1 µM]	-10%&0%&165%	-1%&3%&-1%&-3%

item	TRHR agonist	Pol iota inh	BLM helicase inh	ERG Ets-DNA blk
16	8.7	14µM*	-18%	68%[activator]
17	0.1	26%	-1%	3%
18	1.3	10%	-3%	-11%
19	.	28%	.	-7%
20	-0.5	11%	1%	-13%
21	.	.	-1%	.
22	.	.	-18%	.
23	-0.1	7%	-1%	4%
24	.	.	-1%	.
25	0.6	16%	1%	-13%
26	-0.2	117%[activator]	-5%	13%
27	0.2	-3%	2%	62%[activator]
28	.	.	.	.
29	-0.4	14%	8%	3%
30	0.4	6%[58.9 µM]	5%&5%	4%

An excerpt of these results, with values under each structure:
Value order: Pol beta inh, Apoferritin bind, POLK inh, 12-LOX inh, APE1 inh, TRHR agonist, Pol iota inh, BLM helicase inh, ERG Ets-DNA blk
(27) CCN(CC)c1ccc(/C=C2\C(=O)NC(=O)N(CC3CCCO3)C2=O)cc1 (stereo unspecified)
 : 22%, -23%, -10%, ?, 0%, 0.2, -3%, 2%, 62%[activator]
(28) c1ccc(C2CNCc3ccccc32)cc1 (stereo unspecified)
 : ., -5%, 2%[19.4 µM], 0%, -1%, ., ., ., .

Next section
item	molecule	Pol beta inh	Apoferritin bind	POLK inh	12-LOX inh	APE1 inh
31	CCc1nn(CC(=O)N2CCC3(CC2)OCCO3)c(=O)c2cc3ccccc3n12	?	-18%	15%	8%	8%
32	Cc1nc2cc(C(=O)N3CCC4(CC3)OCCO4)ccc2n1-c1ccc(Br)cc1	3%	-13%	-6%	0%	-4%
33	CCOP(=S)(OCC)Oc1ncn(-c2ccccc2)n1	.	4%	17%[60.1 µM]	.	-2%
34	CC12CN3C(O)C(C)(C1)CC(C)(C2)C3O (stereo unspecified)	1%	-17%	10%	-11%	-1%
35	O=[N+]([O-])c1ccc(N2CCCCCC2)c2ncccc12	-16%	?	-10%	?	0%
36	CCOc1ccc2nc(N=Nc3c(O)[nH]c(=S)[nH]c3=O)sc2c1	23%	-8%	-8%	-16%	?
37	Cc1cc(Cl)nc(N)n1	9%	-10%	-1%	-4%	4%
38	FC(F)=C(F)CCSc1ncn[nH]1	51%	-17%	-3%	-3%	-3%
39	Cc1c(C(=O)c2ccccc2)c2ccccc2n1C	-5%	1%	-30%	4%	2%
40	C[C@]12CCC3C(C[C@@H](O)[C@H]4C[C@@H](O)CC[C@]34C)C1CC[C@@H]2O (stereo partly specified)	.	.	-3%	8%	-1%
41	Cc1cc(/C=C2/C(=O)NC(=O)N(c3ccccc3)C2=O)c(C)n1-c1ccc(F)cc1	.	.	-18%	-7%	.
42	COc1cccc(NC(=O)c2cccn(Cc3ccccc3C)c2=O)c1	4%	-1%	-9%[60.1 µM]	-8%	.
43	O=[N+]([O-])c1ccc(N2CCCNCC2)c2ncccc12	18%	-1%	-28%	0%	-6%
44	C[C@H](NC(=O)[C@@H](N)Cc1ccc(O)cc1)C(=O)N[C@@H](Cc1ccccc1)C(=O)N[C@@H](Cc1ccccc1)C(N)=O	.	5%	-1%[19.4 µM]	-2%[12.5 µM]	13%

item	TRHR agonist	Pol iota inh	BLM helicase inh	ERG Ets-DNA blk
31	0.1	9%	2%	6%
32	0.4	11%	0%	-2%
33	.	.	-7%	.
34	0.0	?	1%	-1%
35	-0.1	55%[activator]	-8%	-7%
36	-0.5	102%[activator]	-9%	-14%
37	-0.2	26%	1%	8%
38	1.2	119%[activator]	-2%	-5%
39	1.3	-19%	-7%	7%
40	.	18%	.	-6%
41	.	?	.	-1%
42	0.7	-6%	-16%	6%
43	0.7	45%[activator]	50%[activator]	-3%
44	.	.	.	.
